Growth percent in the NCI-60 one-dose screen (48 h, 10 µM unless noted): 100 = growth as untreated, 0 = no growth, -100 = all killed.
SF-268 = SF-268 CNS cancer cells | 82,000 tested, 3.1% active | AID 1794759
PC-3 = PC-3 prostate cancer cells | 80,000 tested, 3.9% active
SF-295 = SF-295 CNS cancer cells. 79,000 tested, 5.6% active. AID 1794758
SNB-75 = SNB-75 CNS cancer | 79,000 tested, 5% active | AID 1794750
U251 = U251 CNS tumor cells. 80,000 tested, 5.4% active. AID 1794753
SF-539 = SF-539 CNS cancer. 81,000 tested, 6.8% active. AID 1794752
SNB-19 = SNB-19 CNS cancer cells; 81,000 tested, 2.5% active
HCC-2998 = HCC-2998 colon cancer | 79,000 tested, 4.7% active | AID 1794799
The depositor's hits bear a star; x = not tested or not shown; & = joins results of further samples; [ ] = another dose, or the depositor's remark. How the source made its calls: active means growth percent below 10; inactive means the rest.

SMILES,SF-268,PC-3,SF-295,SNB-75,U251,SF-539,SNB-19,HCC-2998
O=c1c2cccc(F)c2sc2c(N3CCNCC3)nc3ccccc3c12,41,40,75,35,10,49,47,-6.5*
CC(=O)OCc1ccc[n+]([O-])c1,108,106,95,87,105,108,109,105
Cc1cc(C=O)c(C)[nH]1,98,95,108,92,106,104,101,105
COc1ccc(C(=O)Nc2ccccc2[N+](=O)[O-])cc1,101,101,95,89,86,88,99,101
C=CC(=O)Nc1cccc(Oc2nccc(Nc3nnc(C4CC4)s3)n2)c1,90,92,104,71,94,89,83,102
C#Cc1cccc(Nc2ncnc3cc4c(cc23)OCCOCCOCCO4)c1,52,57,40,58,57,80,61,98
COc1cc(C2N=C(SC)NC(C)=C2C(C)=O)ccc1O (stereo not drawn),87,101,101,59,113,102,112,123
COC(=O)C1(O)NC(=C(C#N)C#N)C(C#N)=C1C(=O)c1ccco1 (stereo not drawn),95,94,106,84,98,101,107,102
Brc1cc2c(cc1C1OCCO1)OCO2,99,98,114,82,110,104,100,109
CCOC(=O)C1=Cc2c(-c3cc(Cl)ccc3O)n[nH]c2C(C)(C)C1,88,73,104,76,96,95,107,110
N#CCCN(C(=O)Nc1ccccc1)C1CCCCC1,107,x,x,90,112,110,109,104
N#Cc1cccc(-c2cc(=O)c3cc(O)c(F)cc3[nH]2)c1,98,97,105,87,100,95,99,104
c1ccc2c(c1)CCCc1nnc3nncn3c1-2,94,89,100,86,107,91,107,102
COc1cc2c(c(OC)c1)C1c3cc(OC)ccc3NC(=O)N1CC2 (stereo not drawn),80,78,74,83,75,85,87,94
Clc1ccc(/C=C/c2cc(N3CCOCC3)c3cc(Cl)c(Cl)cc3n2)cc1,58,37,96,70,81,62,108,x
OCCCNc1nc2nonc2nc1Nc1ccccc1,98,84,93,73,89,92,105,100
C#CCN1C(=O)CN(/N=C/c2ccc([N+](=O)[O-])o2)C1=O,94,94,97,x,103,99,94,120
O=C(Nc1nc(-c2ccccc2)nc2c1sc(=S)n2-c1ccccc1)C(F)(F)F,98,79,88,96,91,96,105,123
O=C1Nc2cc(Cl)ccc2/C1=C\c1c[nH]c2ccc(F)cc12,x,91,109,70,98,99,88,98
COc1ccc(Oc2nc(Nc3ccc(N4CCOCC4)cc3)ncc2NC(=O)c2cc(OC)c(OC)c(OC)c2)cc1,94,89,114,96,84,93,104,113
CCOC(=O)C12CCCCC1OC(=N)C2 (stereo not drawn),102,111,99,105,103,104,97,112
OCc1sccc1-n1cccc1,107,99,104,97,x,101,90,112
CNC(=O)OCc1ncn(-c2ccccc2)c1COC(=O)NC,115,100,100,83,x,103,107,102
Nc1ccn(CCOc2nc(-c3ccc(F)cc3)cc(-c3ccco3)n2)c(=O)n1,99,107,108,97,109,101,105,101
COc1ccc(/C=c2\[nH]c3nc4sc(C)c(C)c4c(=O)n3c2=O)cc1,104,94,x,96,x,103,100,105
CC1=C(C(=O)OCC2CCN(C(=O)OC(C)(C)C)CC2)[C@@H](c2cccc(C#N)c2)C2=C(CC(C)(C)CC2=O)N1,51,48,28,57,41,42,43,76
C=CCn1cc(-c2nc3ccccc3s2)c2cc(-c3ccc4c5c(cccc35)C(=O)N(CCCC)C4=O)ccc21,91,98,97,55,103,99,94,101
N#Cc1c(N)nc(-c2ncccn2)nc1-c1cccc(C(F)(F)F)c1F,91,91,99,84,100,97,93,106
CC(CCN1CCN(CCC(C)CC(C)(C)C)C1=O)CC(C)(C)C (stereo not drawn),102,79,97,106,85,95,100,101
CCOC(=O)c1cc(C(=O)c2ccc(Br)cc2)n2c1ccc1c3ccccc3ccc12,92,93,85,77,100,87,87,102
Cc1ccc(NC(=O)CNc2cc(C(N)=O)cc(F)c2C)c(Cl)c1,82,86,101,48,106,90,101,122
COc1ccccc1NCC(=O)NN,110,96,99,84,103,108,102,108
C/C(=N\NC(=O)Cn1c(C(C)C)nc2ccccc21)c1ccc(Br)c([N+](=O)[O-])c1,94,97,105,93,96,97,100,99
COc1cc(OC)c(NC(=O)CC(C)=O)cc1Cl,110,100,103,x,99,112,102,99
CCOC(=O)C1=C(C)N=c2s/c(=C\c3cc(Cl)ccc3O)c(=O)n2C1c1ccc(OC)cc1 (stereo not drawn),107,85,111,89,85,118,99,99
N#Cc1cnn2c(=O)[nH]cnc12,116,85,83,97,97,102,104,101
CC(C)NC(=S)NC(C)C,106,94,101,90,109,104,112,104
CC(=O)Nc1ccc(S(=O)(=O)N=[N+]=[N-])cc1,111,102,103,85,96,89,107,95
Nc1nc(NCc2cccc(Cl)c2)c2c(n1)[nH]c1ccc(O)cc12,69,46,62,71,68,76,60,83
O=C1c2ccccc2C(=O)N1Cc1ccc([N+](=O)[O-])cc1Cl,102,84,130,109,107,99,94,99
O=[N+]([O-])c1ccc(/C=[N+](\[O-])CCO)o1,105,100,113,124,105,108,93,97
O=C1Nc2cc(-c3ccc(NC(=O)c4ccccc4)cc3)ccc2/C1=C/c1ccc[nH]1,101,101,106,99,90,98,99,100
CCN(CC)CC(O)Cc1ccc(OC)cc1 (stereo not drawn),114,97,109,102,108,97,109,111
COc1cc([C@@H]2NC(=O)NC(C)=C2C(=O)Nc2nc(-c3ccc(Cl)cc3)cs2)ccc1O,94,89,98,87,98,96,113,104
COc1ccccc1-n1nccc1-c1nonc1C,99,100,95,71,96,94,117,105
Cc1ccccc1N1CCN(C(=S)c2ccccc2)CC1,105,101,69,85,93,95,99,75
COc1ccc(-c2nc3cc(C(=O)NC4CCCCC4)ccc3n2C2CCCCC2)cc1,92,96,78,92,91,88,109,92
COc1ccc(NC(=O)Cn2c(=O)sc3c(-c4ccc(Cl)cc4)cc(-c4ccc(Cl)cc4)nc32)cc1,93,95,96,89,103,98,105,104
Clc1ccc2c(Cl)cc(-c3ccccc3)nc2c1,97,85,94,77,102,102,106,x
Cc1ccc(NSc2ccccc2[N+](=O)[O-])cc1,49,18,11,10,21,-12*,38,31
Nc1cccc(-c2nc3sccn3c2-c2ccnc(NCCNS(=O)(=O)c3ccc(Br)cc3)n2)c1,97,88,96,x,102,102,106,127
O=c1cc(-c2sc(N3CCCCC3)nc2-c2ccccc2)c2cc(Cl)ccc2o1,83,87,92,70,96,79,77,97
Cc1cc(=O)n2[nH]c(-c3ccco3)cc2n1,x,111,94,85,95,104,x,116
NS(=O)(=O)c1ccc(Nc2nc(N/N=C/c3cc(Br)c(O)c(Br)c3)nc(Nc3ccccc3)n2)cc1,21,58,44,26,28,-26*,15,5.2*
O=C1OC(Cc2ccccc2)C(c2ccccc2)C1=O (stereo not drawn),96,99,113,81,101,100,110,x
C[N+](C)(C)CCOC(=O)c1ccc(OCc2ccccc2C(F)(F)F)cc1,98,92,93,85,97,101,87,102
ClC1C(Cl)C2CC1C1CC3OC3C21 (stereo not drawn),99,94,93,84,97,99,108,96
Cc1cc(NS(=O)(=O)c2ccc(-n3c(-c4ccccc4)nc(/C=C4\C=Nc5ccccc54)c3O)cc2)no1,47,27,49,55,35,56,55,65
Cc1cc(-c2nc3ccccc3s2)c(=O)n(NS(=O)(=O)c2ccccc2)c1C,96,98,104,80,105,94,85,106
COc1ccc(/C=C(/c2ccccc2)[N+](=O)[O-])cc1,48,-57*,33,-86*,-95*,-89*,-19*,-81*

The results go on.
SMILES,SF-268,PC-3,SF-295,SNB-75,U251,SF-539,SNB-19,HCC-2998
CCCCCCCCCCCCCCCCNC(=S)N/N=C/c1ccc(OC)cc1,107,89,85,113,98,92,100,113
COc1ccc([C@@H]2COc3cc(O)ccc3C2)c(O)c1,88,82,94,85,96,97,103,95
O=C1CCCCC=C1C[N+](=O)[O-],94,86,98,105,88,101,97,x
COc1ccc(C2CC(c3ccc(Nc4nc(NCCO)nc(N5CCOCC5)n4)cc3)=NN2c2cc(Cl)cc(Cl)c2)cc1 (stereo not drawn),83,72,93,88,79,80,98,90
C/C=C\C=C\C(=O)OCCC,110,98,120,x,97,109,104,109
COc1ccc(C2C=C(c3ccc(Cl)cc3)N=C3SC=CN32)cc1 (stereo not drawn),119,87,x,87,105,104,115,119
Cc1ccc(NC(=O)c2nc(S(C)(=O)=O)oc2-c2ccc(F)cc2)cc1Nc1ccc2ncn(C)c(=O)c2c1,68,89,99,105,70,95,126,100
O=C1OC(Sc2ccccc2)(c2ccccc2)c2ccccc21 (stereo not drawn),99,74,x,92,93,105,97,132
O=C1c2c(F)c(F)c(F)c(F)c2C(=O)C1C1CCCCC1,94,98,95,83,101,103,90,119
COc1ccc(C(=O)CC(c2ccccc2)C(C#N)c2ccccc2)cc1 (stereo not drawn),86,65,96,84,83,98,92,99
CCCC(=O)C(C)(C)C(C)=O,91,110,110,105,94,92,104,101
CC/C(=C(/c1ccc(O)cc1)c1ccc(OCCN2CCCCCC2)cc1)c1ccc(OC)cc1,103,89,108,96,92,93,99,99
COC(=O)/C=C1/SC(=Nc2cccc(Cl)c2)N(CCc2c[nH]c3ccc(O)cc23)C1=O,25,9.4*,64,39,4.9*,0.8*,14,2.3*
C=CCn1c(C)nc2ccc(Nc3nc(Sc4ccc(N)cc4)nc4ccccc34)cc21,109,81,77,98,91,108,94,103
COc1ccc(C(=O)c2c(N)c(C#N)cn2-c2cccc(OC)c2)cc1,65,34,-26*,-23*,34,-5.5*,27,56
CC(=O)OCc1ncccc1OC(C)=O,110,90,210,86,98,96,104,553
N#C/C=C/c1ccco1,94,96,106,106,104,108,112,108
O=S(=O)(Nc1ncccn1)c1ccc(-n2c(-c3ccc(F)cc3)nc(-c3ccccc3)c2-c2ccccc2)cc1,53,54,19,52,63,76,53,72
Cc1ccc(NC(=O)N2c3ccccc3SC2c2ccco2)c(C)c1 (stereo not drawn),94,81,80,75,97,103,102,106
CCCCCCC(O)(c1ccc(F)cc1)C(CN1CCOCC1)c1ccccc1 (stereo not drawn),47,15,-21*,33,28,79,42,23

Full records, looked up by structure. Order of screens: SF-268 | PC-3 | SF-295 | SNB-75 | U251 | SF-539 | SNB-19 | HCC-2998
Record of Cc1ccc(NC(=O)N2c3ccccc3SC2c2ccco2)c(C)c1 (stereo not drawn) → 94 | 81 | 80 | 75 | 97 | 103 | 102 | 106
Record of O=C1c2c(F)c(F)c(F)c(F)c2C(=O)C1C1CCCCC1 → 94 | 98 | 95 | 83 | 101 | 103 | 90 | 119

(continued)
SMILES,SF-268,PC-3,SF-295,SNB-75,U251,SF-539,SNB-19,HCC-2998
SCc1cc2c(cc1Br)OCO2,96,86,102,102,98,99,106,84
CCOC(=O)C1=C(C)N=C2Sc3ccccc3N2C1c1cn[nH]c1-c1ccc(F)cc1 (stereo not drawn),90,57,94,76,85,99,91,91
NS(=O)(=O)c1ccc(N2C(=O)/C(=C/c3ccccc3)N=C2c2ccccc2)cc1,79,84,77,28,69,67,81,112
c1ccc2c(CCc3ccncc3)cccc2c1,84,94,106,84,91,88,95,x
O=C(Nc1sc2c(c1C(=O)NC1CCCCC1)CCCC2)c1ccccc1,107,111,98,94,105,98,98,106
N#Cc1c(Nc2ccccc2)nn2c(-c3ccc(Cl)cc3)c(-c3nc4ccccc4s3)c(N)nc12,98,99,96,87,100,96,97,103
Cc1ccc(S(=O)(=O)Oc2ccc3sc4c(CO)ccc(NCCN(C)C)c4c(=O)c3c2)cc1,-61*[100 µM],-87*[100 µM],-79*[100 µM],-92*[100 µM],-75*[100 µM],-93*[100 µM],-84*[100 µM],-88*[100 µM]
CCCCn1c(=S)[nH]c2c(=O)n(C)c(=O)n(C)c21,106,107,114,97,103,112,107,113
COC1OC2COC(c3ccccc3)OC2C(=O)C1NC(=O)c1ccccc1 (stereo not drawn),99,85,89,83,109,101,95,93
O=C1C=C(Nc2cccc(C(=O)O)c2)c2ccccc2C1=O,112,90,110,70,110,102,96,96
O=C(NNc1nc2cc(F)c(F)cc2n2cccc12)c1ccncn1,19,33,16,-6.4*,18,6.9*,27,53
COC(=O)Cc1[nH]c(SC)nc1C(=O)OC,98,93,105,99,97,105,96,104
Cc1ccc(NC2C(=O)NC(=O)NC2=O)cc1,106&104,95&93,107&100,90&94,101&104,96&105,103&110,103&93
COc1ccc(-c2nc3ccccn3c2-c2nc3ccc(Cl)cc3[nH]2)cc1,112,58,x,67,93,99,96,98
N#Cc1c(-c2ccc(F)cc2)nc(SCc2ccc([N+](=O)[O-])cc2)nc1N1CCOCC1,49,59,41,7.6*,55,26,46,91
CCCCN(CCCC)Cc1cc(Nc2ccnc3cc(Cl)ccc23)ccc1O,77,43,29,64,54,72,76,x
CCOC1=CC(=O)CC(C)(C)C1,116,109,125,114,100,108,106,101
O=C(Nc1nnc(C(F)(F)F)s1)c1c(F)cccc1F,99,85,104,76,107,85,97,100

In a second layout: entries from further up.
compound: COc1ccc(NC(=O)Cn2c(=O)sc3c(-c4ccc(Cl)cc4)cc(-c4ccc(Cl)cc4)nc32)cc1
  SF-268: 93 | PC-3: 95 | SF-295: 96 | SNB-75: 89 | U251: 103 | SF-539: 98 | SNB-19: 105 | HCC-2998: 104

compound: Clc1ccc2c(Cl)cc(-c3ccccc3)nc2c1
  SF-268: 97 | PC-3: 85 | SF-295: 94 | SNB-75: 77 | U251: 102 | SF-539: 102 | SNB-19: 106 | HCC-2998: x

compound: Cc1ccc(NSc2ccccc2[N+](=O)[O-])cc1
  SF-268: 49 | PC-3: 18 | SF-295: 11 | SNB-75: 10 | U251: 21 | SF-539: -12* | SNB-19: 38 | HCC-2998: 31

compound: Nc1cccc(-c2nc3sccn3c2-c2ccnc(NCCNS(=O)(=O)c3ccc(Br)cc3)n2)c1
  SF-268: 97 | PC-3: 88 | SF-295: 96 | SNB-75: x | U251: 102 | SF-539: 102 | SNB-19: 106 | HCC-2998: 127

High-throughput results deposited in PubChem BioAssay by NCI.
